MazEF act: activators of E. coli MazEF toxin-antitoxin RNase; P0AE70; FAM/BHQ RNA-DNA oligo cleavage fluorescence, 5 h; activation, % at 20 µM; 350,000 tested, 0.32% active; in the data active means activation above about 50%
Target sequence (P0AE70 whole entry, looked up): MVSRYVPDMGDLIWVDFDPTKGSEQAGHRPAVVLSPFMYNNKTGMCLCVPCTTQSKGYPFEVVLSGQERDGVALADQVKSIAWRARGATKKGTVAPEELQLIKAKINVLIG
GDH-TPI inh: counter-screen for M. tuberculosis FBA inhibitors: GDH-TPI coupled enzymes. 360,000 tested, 1.2% active. inhibition, % at 4.8 µM. GDH-TPI coupled enzyme counterscreen, NADH absorbance; in the data active means inhibition above about 30%;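 further: 0% = DMSO wells and 100% = wells lacking the enzyme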
Mtb FBA inh: inhibits M. tuberculosis FBA enzyme | P9WQA3 | purified M. tuberculosis FBA, fluorescence read-out | inhibition, % at 1 µM | 360,000 tested, 2.3% active | AID 588726; in the data active means inhibition above about 27%;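 further: 0% = vehicle and 100% = reference inhibitor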
Target sequence (P9WQA3 whole entry, looked up): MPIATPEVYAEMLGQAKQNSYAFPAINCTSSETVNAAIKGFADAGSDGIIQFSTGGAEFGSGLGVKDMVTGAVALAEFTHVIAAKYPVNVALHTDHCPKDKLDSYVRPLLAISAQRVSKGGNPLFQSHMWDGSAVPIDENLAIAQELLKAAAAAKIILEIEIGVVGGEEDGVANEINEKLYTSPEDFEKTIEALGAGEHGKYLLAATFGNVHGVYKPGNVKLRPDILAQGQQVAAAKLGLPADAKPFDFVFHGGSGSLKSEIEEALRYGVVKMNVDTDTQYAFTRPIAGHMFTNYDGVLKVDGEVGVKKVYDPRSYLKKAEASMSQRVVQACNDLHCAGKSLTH
BoNT-F LC inh: inhibitors of Botulinum neurotoxin F light chain protease; Multiplex microsphere protease cleavage assay, flow cytometry; inhibition, % at 10 µM; 360,000 tested, 0.22% active; AID 588497; in the data active means inhibition above about 35%, passing the limit was not always enough; inconclusive means no clear call, values can overlap the other calls; further: plate controls were buffer without enzyme for full effect and enzyme alone for no effect
Rv3671c inh: inhibitors of M. tuberculosis serine protease Rv3671c; P9WHR9; inhibition, % at 5.96 µM; 320,000 tested, 0.048% active; in the data active means inhibition above about 38%;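 further: extracellular domain of Rv3671c used as enzyme; 0% = enzyme with DMSO and 100% = no enzyme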
PrPC surface inh: inhibitors of human cell surface prion protein PrPC | P04156 | TR-FRET read-out | inhibition, % at 13.8 µM | 370,000 tested, 0.43% active | AID 720596; in the data active means inhibition above about 24%; further: 0% = median of the test wells and 100% = reference compound wells
Mtb UGM inh: blocks M. tuberculosis UGM enzyme; 320,000 tested, 0.06% active; purified UGM, fluorescence polarization probe displacement; P9WIQ1; inhibition, % at 10 µM; in the data active means inhibition above about 10%, passing the limit was not always enough; inconclusive means no clear call, values can overlap the other calls
Target sequence (P9WIQ1 whole entry, looked up): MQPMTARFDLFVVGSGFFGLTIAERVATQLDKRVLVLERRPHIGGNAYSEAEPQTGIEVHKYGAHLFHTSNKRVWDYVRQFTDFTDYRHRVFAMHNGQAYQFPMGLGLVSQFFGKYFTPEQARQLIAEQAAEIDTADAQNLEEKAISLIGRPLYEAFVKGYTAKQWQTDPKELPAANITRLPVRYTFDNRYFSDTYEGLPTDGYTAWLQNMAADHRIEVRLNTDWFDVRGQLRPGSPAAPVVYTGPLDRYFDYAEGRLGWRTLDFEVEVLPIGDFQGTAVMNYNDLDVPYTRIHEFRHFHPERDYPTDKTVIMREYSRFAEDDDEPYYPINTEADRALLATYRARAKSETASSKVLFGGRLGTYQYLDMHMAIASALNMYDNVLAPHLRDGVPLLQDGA
Mtb BioA inh: BioA (M. tuberculosis) enzyme inhibition; purified M. tuberculosis BioA enzyme, plate reader; inhibition, % at 9.99 µM; 360,000 tested, 0.096% active; AID 602481; in the data active means inhibition above about 40%; inconclusive means no clear call, values can overlap the other calls
FadD28 binding: M. tuberculosis FadD28 bisubstrate binding inhibition | FadD28 bisubstrate probe binding, fluorescence polarization | inhibition, % at 12.5 µM | 360,000 tested, 0.22% active | AID 588549; in the data active means inhibition above about 8.5%, passing the limit was not always enough; inconclusive means no clear call, values can overlap the other calls
Numbers without * were called inactive; ? = inconclusive; . = not tested or not shown; + = active, no number.

SMILES,MazEF act,GDH-TPI inh,Mtb FBA inh,BoNT-F LC inh,Rv3671c inh,PrPC surface inh,Mtb UGM inh,Mtb BioA inh,FadD28 binding
COCCNC(=O)CCCn1c(=O)c2cc(OC)c(OC)cc2n(CC(=O)Nc2ccccc2OC)c1=O,10,4,2,-7,1,-1,-1.2,.,-0.5
COc1cccc(-c2cc(C(=O)N3CCc4ccccc4C3)[nH]n2)c1,93*,-10,4,-5,-19,2,-2.2,-0.7,-3.0
COC(=O)c1cc(C(=O)NNC(=O)c2ccc3c(c2)OCO3)cc([N+](=O)[O-])c1,3,24,7,-11,-4,-35,-1.9,-0.4,-1.0
Cc1cccc(OCC(=O)N/N=C/C=C/c2ccco2)c1,4,10,0,-2,-5,-4,2.7,-2.7,0.2
CCN1CCN(c2ncc(C(=O)Nc3cc(Cl)ccc3OC)c3ccccc23)CC1,4,21,0,-30,4,-15,2.9,-0.3,-4.7
Cc1ccc(C)c(OCc2cc(C(=O)N3C[C@H]4C[C@@H](C3)c3cccc(=O)n3C4)no2)c1,1,-7,3,-1,-2,0,-3.6,-0.6,-1.7
O=C(NC1CCCCC1)N1Cc2cc(-c3ccccc3)ccc2-n2nncc2C1,.,.,1,-2,.,4,.,-2.1,-4.7
CC1(C)C2CCC(C2)C1(C)NC(=O)CNC1CCCCC1 (stereo not given),-6,14,4,2,4,2,-1.6,-1.6,0.1
O=C(NNc1ccc(Cl)cc1)c1c(F)cccc1Cl,1,5,2,?,-3,-6,-0.6,.,-1.6
Cc1ccc2nc(-c3ccccc3)c(CC3CCCCC3)n2c1,.,.,3,-7,.,1,.,0.1,-2.8
COc1cc(/C=C2/CCC/C(=C\c3cc(O)c(OC)c(Cl)c3)C2=O)cc(Cl)c1O,-3,7,-10,13,-38,-15,2.4,3.8,1.8
COc1ccc(NC(=O)CCNC(=O)N2CC(=O)Nc3ccccc32)cc1,3,12,-3,-1,.,4,.,-0.9,-4.2
O=C1C=C(C2OC(CO)C(O)C2O)C(=O)N1 (stereo not given),6,4,4,0,.,8,.,-1.2,0.4
CCN(C(=O)CSc1nc(N)cc(N)n1)C1CCS(=O)(=O)C1 (stereo not given),-3,2,0,-2,0,3,-1.2,-0.6,-4.2
CN(C)c1ccc(CC(=O)N2CCCC(c3cc(C(=O)Nc4ccc5c(c4)OCO5)no3)C2)cc1 (stereo not given),.,-6,0,6,.,9,.,0.8,-3.0
CCc1cccc(NC(=O)C2CCCN(S(=O)(=O)c3cnc[nH]3)C2)c1 (stereo not given),-1,-2,-1,0,-5,9,2.2,0.2,-3.1
CCOc1ccc(C(=O)NCC(=O)OCCCC(=O)c2ccc(F)cc2)cc1OCC,12,-1,-1,.,4,-9,2.0,-1.2,-2.2
CCCCNC(=O)c1c(N)n(CCCOC)c2nc3ccccc3nc12,-6,-1,115*,-4,-82,-6,-0.9,7.2,-3.7
CC1CCN(c2ccc(NC(=S)NC(=O)c3ccco3)cc2)CC1,2,-6,-2,2,-1,1,1.2,-0.6,0.1
O=C(C1=C[C@@H](c2ccc(C(F)(F)F)cc2)C[C@@H](OCCCCO)O1)N1CCN(Cc2ccccc2)CC1,9,12,-2,-5,-8,-8,1.3,-1.2,-3.7
Cc1ccc(C)c(NS(=O)(=O)c2cc(C(=O)NCCSC3CCCCC3)ccc2C)c1,-17,-4,1,1,-43,18,0.0,-1.6,0.7
COCCCNS(=O)(=O)c1ccc2[nH]c3c(c2c1)CCCCC3,4,1,2,?,2,-2,-1.1,3.1,0.0
CCOC(=O)CC(=O)Nc1ccn[nH]1,2,3,1,2,1,5,-0.7,.,-3.8
O=C(OCc1ccccc1)N1CCC2CC1c1cc(NCCc3ccccc3)ccc12 (stereo not given),-1,14,-6,-3,.,6,.,-0.8,-0.5
CC(C)OC(=O)c1ccc(COC(=O)c2cnccn2)cc1,10,1,-1,-1,-2,-2,3.0,1.1,-0.8
COC(=O)c1ccc(C(=O)OC)c(NC(=S)N2CCCCC2C)c1 (stereo not given),-2,2,100*,9,-1,-4,-0.8,.,-3.8
O=C(Nc1ccccc1Cl)C1C(c2ccccc2)C1(Cl)Cl (stereo not given),2,4,-1,.,-5,-2,0.6,0.1,-2.7
CC(C)c1nnc(NC(=O)C2CCCN2C(=O)Nc2ccccc2[N+](=O)[O-])s1 (stereo not given),7,10,-1,5,3,-16,0.9,-0.7,-0.8
FC(F)Sc1ccc(NC(=S)N2CCN(c3ccccn3)CC2)cc1,8,12,4,0,.,9,.,-0.7,-5.2
O=C(CSc1ncnc2c1oc1ccccc12)Nc1ccccc1F,-11,8,0,-7,-10,9,-2.0,-1.5,-2.2
Cc1c(Cl)c([N+](=O)[O-])nn1CCCC(=O)Nc1cccc(O)c1,1,8,3,4,11,-12,-0.6,.,-0.7
Cn1c(=O)cc(SCC(=O)Nc2ccc3c(c2)OCO3)c2ccccc21,12,17,-10,-3,-6,6,-0.4,-0.7,-2.4
COC(=O)c1ccc(NC(=S)NCCc2ccccc2C)cc1,1,-1,1,-1,-31,-3,2.4,.,-0.9
COc1ccc(N(C(C)C(=O)Nc2ccc(S(=O)(=O)N3CCOCC3)cc2)S(C)(=O)=O)cc1 (stereo not given),-1,-3,0,-6,-3,4,-0.1,1.0,0.5
CCSc1ccc2nnc(-c3cccc(F)c3)n2n1,7,12,5,5,2,-8,1.2,-0.1,-3.1
CC12CC(O)C3C(CCC4=CC(=O)CCC43C)C1CCC2=O (stereo not given),1,3,0,-1,.,-8,.,4.9,-1.1
COc1cccc(NC(=O)CNC(=O)c2ccc(C)cc2)c1,3,5,1,-6,-4,-1,1.4,5.5,0.6
CSc1nc2nc(Cl)c(Cl)nc2[nH]1,7,37*,+,-2,.,-4,.,-0.6,-2.5
CCN(CC)S(=O)(=O)c1ccc(NC(=O)CCC2CCCCC2)cc1,10,-2,3,-22,-21,1,-4.3,-3.6,1.1
C=CCN(c1ccc(OC)cc1)S(=O)(=O)c1ccc(Cl)c(C(=O)OCC(=O)NC2CC2)c1,-3,0,2,-6,-4,4,-0.1,.,-2.5
COc1ccc(OC)c(/C=C2/Sc3ccccc3C2=O)c1,-126,-1,-9,13,-5,-3,0.4,.,-0.2
COCCN1CCN(Cc2cn[nH]c2-c2cc3ccccc3o2)CC1,7,5,2,-1,0,-3,-0.5,-0.9,-2.2
CCCC(=O)N/C(N)=N/c1nc2ccccc2o1,0,6,-5,?,-10,8,-3.9,.,-2.3
Cc1c(O)c(CN2CCCCC2)cc2c1oc(=O)c1ccccc12,-5,1,3,-8,3,2,-2.2,.,-0.7
C=CCN1C(=NC(=O)CCC(=O)O)SC2CS(=O)(=O)CC21 (stereo not given),2,-6,-2,2,-9,0,3.8,-1.2,-2.6
COc1cc(NC(=O)CNc2ccc(Cl)c(S(=O)(=O)N3CCOCC3)c2)cc(OC)c1,-6,3,-5,5,-5,-26,0.6,-0.6,-5.7
C/C(=N\NC(=O)C1CC1)c1ccccc1Br,-3,2,-3,-4,.,-2,1.1,-0.7,-2.6
CCOc1cc(C(=O)N=c2sccn2C)cc(Br)c1OC,-3,18,2,7,1,-13,-0.1,0.2,-1.8
CCCn1c2ccccc2c2cnn(CC(=O)N3CCOCC3)c(=O)c21,-14,15,13,1,-5,9,3.3,-1.2,-0.4
O=[N+]([O-])c1ccc(Cl)c(CN2CCN(c3ncccn3)CC2)c1,-22,4,1,.,4,-6,-0.8,-0.8,-0.6
O=C(Nc1ccc(S(=O)(=O)N2CCCC2)cc1)c1c(F)cccc1F,-5,0,2,1,-2,-1,1.4,0.5,-1.7
CCC(=O)N1CCN(c2ccc(NC(=O)c3ccccc3)cc2)CC1,6,-4,-8,-3,4,2,-0.3,.,-1.6
O=C(Cn1nc(Cc2cccnc2)c2ccccc2c1=O)NCc1ccc2c(c1)OCO2,3,-7,-1,-13,8,4,0.5,-1.8,-1.5
Cc1nc2scc(-c3ccc(Cl)cc3)c2c(=O)o1,-6,-1,-1,1,-1,7,-0.9,0.0,-3.4
COc1ccc(CC(=O)OCC(=O)NC(=O)NC2CCCC2)cc1,5,1,3,-6,-12,0,-1.8,-4.1,0.9
Cc1cccc(N2CCN(CC3CCCCC3)CC2)c1C,1,0,3,-18,1,-1,3.5,-0.1,-1.6
O=C(Nc1nncs1)C1CCCC1,4,2,-1,-1,-5,-3,1.6,.,-2.3
CCOc1ccc(/C=N/Nc2nc(N3CCCC3)nc(N3CCCC3)n2)cc1OC,1,26,0,0,-8,-3,0.0,-0.4,1.8
CCOC(=O)Nc1cccc(NC(=O)c2ccccc2F)c1,2,-7,3,-9,-1,-1,1.9,-0.2,-2.2
O=S(=O)(NCc1ccccc1Cl)c1cnc[nH]1,-1,5,2,?,7,3,-2.2,-0.2,-3.7

(continued)
SMILES,MazEF act,GDH-TPI inh,Mtb FBA inh,BoNT-F LC inh,Rv3671c inh,PrPC surface inh,Mtb UGM inh,Mtb BioA inh,FadD28 binding
COC(=O)C1=C2SC(C)C(=O)N2C(N)=C(C#N)C1c1ccc(OC)c(OC)c1 (stereo not given),6,4,0,2,4,-2,-2.7,1.0,-2.1
CCOC(=O)C1CCN(C(=O)Nc2ccc(OCc3ccccc3)cc2)CC1,1,3,1,?,-3,7,1.6,0.5,-3.4
COc1cc(-c2cc(-c3nnco3)c3ccccc3n2)cc(OC)c1OC,6,14,2,-2,-8,-15,-0.5,.,-0.2
O=C(Nc1cccc(S(=O)(=O)Nc2ccc(Cl)cc2)c1)c1ccc(Cl)nc1,5,5,-1,-10,-76,29*,-3.8,.,-5.4
CCCS(=O)(=O)NC(=O)C1(C)CCN(C(=O)c2ccco2)C1 (stereo not given),.,-6,0,-5,.,7,.,-2.2,-3.0
CCOc1ccccc1-n1c(SCC(N)=O)nnc1-c1ccccc1,5,8,-1,-4,-7,-3,-0.8,.,-1.7
O=C(Nc1ccc(C(=O)N2CCOCC2)cc1)c1cccs1,-1,13,-2,34,2,1,0.7,-0.7,0.2

Among those listed so far, these have a thiophene ring, fused or not.
SMILES,MazEF act,GDH-TPI inh,Mtb FBA inh,BoNT-F LC inh,Rv3671c inh,PrPC surface inh,Mtb UGM inh,Mtb BioA inh,FadD28 binding
Cc1nc2scc(-c3ccc(Cl)cc3)c2c(=O)o1,-6,-1,-1,1,-1,7,-0.9,0.0,-3.4
O=C(Nc1ccc(C(=O)N2CCOCC2)cc1)c1cccs1,-1,13,-2,34,2,1,0.7,-0.7,0.2

Bioassay records from PubChem BioAssay.
